Mtb BioA inh: inhibitors of Mycobacterium tuberculosis BioA enzyme; inhibition, % at 9.99 µM; purified M. tuberculosis BioA enzyme, plate reader; 0.096% of 360,000 active; AID 602481; in the data active = inhibition above about 40%
TcdB GH inh: inhibitors of Clostridioides difficile toxin B glycohydrolase | P18177 | TcdB glycohydrolase enzymatic assay, plate reader | 0.24% of 350,000 active | inhibition, % at 9.99 µM | AID 652162; in the data active = inhibition above about 10%
* marks the source's active call; other numbers are inactive results. The list is partial; rates above refer to the full screens.

SMILES | Mtb BioA inh | TcdB GH inh
COc1ccc(S(=O)(=O)N(C)C[C@H]2OCCCC[C@@H](C)Oc3ccc(N(C)C)cc3C(=O)N([C@@H](C)CO)C[C@@H]2C)cc1 | -0.6 | -26
COc1cccc(S(=O)(=O)Nc2ccc3c(c2)[C@@H]2C[C@H](CC(=O)NCc4cccc(F)c4)O[C@H](CO)[C@@H]2O3)c1 | 0.6 | -0.5
CO[C@@H]1CN(C)C(=O)c2cc(NC(=O)C3CC3)ccc2OC[C@H](C)N(Cc2nccs2)C[C@H]1C | -0.5 | -1.8
Cc1ccc(S(=O)(=O)N(C)C[C@H]2OCc3ccccc3-c3ccccc3C(=O)N([C@@H](C)CO)C[C@@H]2C)cc1 | 1.4 | 0.3
CNC[C@H]1Oc2ccc(NS(=O)(=O)c3ccccc3)cc2C(=O)N([C@@H](C)CO)C[C@H]1C | -1.7 | 0.7
CN1CCN(C(=O)[C@@H]2[C@@H](CO)[C@@H]3Cn4c(cccc4=O)[C@H]2N3S(=O)(=O)c2ccccc2F)CC1 | 1.6 | -0.4
O=C(C[C@H]1C=C[C@@H](NC(=O)Nc2cc(F)ccc2F)[C@@H](CO)O1)Nc1ccccc1 | -0.7 | 1.1
CO[C@H](CN(C)S(=O)(=O)c1cccc(Cl)c1)[C@@H](C)CN([C@@H](C)CO)S(=O)(=O)c1cccc(Cl)c1 | 0.2 | -7.9
C[C@H](CO)N1C[C@H](C)[C@H](CN(C)S(=O)(=O)c2ccc(Cl)cc2)OCCCC[C@H](C)Oc2ccc(NS(=O)(=O)c3cccs3)cc2C1=O | -1.0 | 0.7
O=C(C[C@H]1CC[C@@H]2[C@H](COC[C@H](O)CN2CC2CCCCC2)O1)NCC1CC1 | -0.3 | -2.3
O=C(C[C@H]1CC[C@H]2[C@@H](COC[C@H](O)CN2Cc2cc(F)ccc2F)O1)N[C@@H]1CCN(Cc2ccccc2)C1 | -2.0 | -0.5
C[C@H](CO)N1C[C@H](C)[C@@H](CN(C)Cc2ccc(C(F)(F)F)cc2)Oc2c(NC(=O)c3cnccn3)cccc2C1=O | 1.9 | 1.7
C[C@H](CO)N1C[C@H](C)[C@H](CN(C)CC2CCCCC2)Oc2cc(C3=CCCC3)ccc2S1(=O)=O | -2.5 | -1.6
COC(=O)[C@@H]1[C@@H](CO)[C@@H]2Cn3c(ccc(-c4cccnc4)c3=O)[C@H]1N2S(=O)(=O)c1ccccc1C | -0.4 | 0.3
CCCNC(=O)N1C[C@@H]2[C@H](c3ccccc31)[C@@H](CO)N2C(=O)Cc1ccccn1 | 1.7 | 0.4
O=C(Cc1ccccn1)N1CCCCN2[C@H](CO)[C@@H](c3ccc(-c4ccc(F)cc4)cc3)[C@H]2C1 | 9.2 | -1.2
C[C@@H]1CN([C@@H](C)CO)C(=O)Cc2cc(NS(=O)(=O)c3ccc(F)cc3)ccc2O[C@@H]1CN(C)CC1CCCCC1 | 3.9 | 2.7
C[C@@H]1CN([C@@H](C)CO)C(=O)c2cc(-c3ccccc3F)cnc2O[C@H]1CN(C)C(=O)NC1CCCC1 | 0.7 | 0.7
Cc1ccc(S(=O)(=O)Nc2ccc3c(c2)C(=O)N([C@H](C)CO)C[C@H](C)[C@@H](CN(C)Cc2ccc4c(c2)OCO4)OCCCC[C@H](C)O3)cc1 | 0.4 | 0.3
CO[C@H]1CN(C)C(=O)c2cc(NC(C)=O)ccc2OC[C@H](C)N(C(=O)CN(C)C)C[C@@H]1C | -1.9 | -0.1
COCC#Cc1ccc2c(c1)O[C@@H](CN(C)Cc1ccccn1)[C@@H](C)CN([C@@H](C)CO)S2(=O)=O | 1.2 | 0.7
CNC(=O)C[C@H]1CC[C@@H]2[C@@H](COc3ccc(NC(=O)Nc4ccc(C)cc4)cc3C(=O)N2C)O1 | 9.9 | 3.5
Cc1noc(C)c1NC(=O)N(C)C[C@H]1Oc2ccc(NC(=O)Nc3ccc4c(c3)OCO4)cc2CC(=O)N([C@@H](C)CO)C[C@@H]1C | -0.6 | -0.1
COc1cccc(CN2[C@@H]3CN(C(=O)c4ccncc4)c4ccccc4[C@@H]3[C@@H]2CO)c1 | 3.8 | 0.4
C[C@@H]1CN([C@H](C)CO)C(=O)c2cc(NC(=O)Nc3ccc4c(c3)OCO4)ccc2O[C@H]1CN(C)S(=O)(=O)c1ccccc1 | 0.7 | -1.7
C[C@@H]1CCCCO[C@@H](CN(C)S(=O)(=O)c2ccccc2)[C@H](C)CN([C@H](C)CO)C(=O)c2cc(N(C)C)ccc2O1 | -3.5 | -5.2
CC(C)C(=O)Nc1ccc2c(c1)C(=O)N(C)[C@H]1CC[C@@H](CC(=O)NCc3ccccc3)O[C@@H]1CO2 | 11 | -1.3
C[C@@H]1CN([C@@H](C)CO)C(=O)c2cc(-c3ccc(C#N)cc3)cnc2O[C@H]1CN(C)Cc1cncnc1 | -2.8 | 1.0
C[C@H]1CN([C@@H](C)CO)C(=O)CCCn2cc(nn2)CO[C@H]1CN(C)Cc1ccc2cccnc2c1 | -0.1 | 0.0
CO[C@H]1CN(C)C(=O)c2cc(NC(C)=O)ccc2OC[C@H](C)N(CCc2ccccc2)C[C@@H]1C | 1.5 | 0.3
C[C@@H]1CN([C@@H](C)CO)C(=O)CCCn2cc(nn2)CO[C@@H]1CN(C)Cc1cccc(C(=O)O)c1 | -3.4 | 0.3
COCC(=O)N(C)C[C@@H]1Oc2cc(-c3ccc(C#N)cc3)ccc2S(=O)(=O)N([C@H](C)CO)C[C@@H]1C | 3.6 | -7.5
COc1ccc(NC(=O)N(C)C[C@@H]2Oc3c(NC(=O)Nc4ccc5c(c4)OCO5)cccc3C(=O)N([C@@H](C)CO)C[C@H]2C)cc1 | 3.5 | 1.9
O=C(CN1CCOCC1)NCC[C@@H]1CC[C@@H](NC(=O)Nc2ccccc2)[C@H](CO)O1 | -0.7 | 0.0
O=C(NCC[C@H]1CC[C@H](NC(=O)C2CCC2)[C@@H](CO)O1)c1cc(Cl)cc(Cl)c1 | 0.1 | -0.8
CO[C@@H]1CN(C)C(=O)c2cc(NC(=O)C3CC3)ccc2OC[C@@H](C)N(C)C[C@H]1C | -0.3 | 0.5
CO[C@H]1CN(C)C(=O)c2cc(NS(C)(=O)=O)ccc2OC[C@@H](C)N(C(=O)C2CCOCC2)C[C@@H]1C | 0.7 | 0.1
C[C@H]1CN([C@@H](C)CO)C(=O)c2cccc(NC(=O)c3cnccn3)c2O[C@H]1CN(C)S(=O)(=O)c1cn(C)cn1 | 1.8 | 0.4
COc1ccc(COC[C@@]23Oc4ccccc4[C@@H](NC(=O)N2C)[C@H]3COC(=O)c2ccc([N+](=O)[O-])cc2)cc1 | 0.4 | 0.6
O=C(Cc1ccccn1)N1CCCCN2[C@H](C1)[C@H](c1ccc(Br)cc1)[C@@H]2CO | 1.0 | 0.2
Cc1noc(C)c1NC(=O)Nc1ccc2c(c1)CC(=O)N([C@H](C)CO)C[C@@H](C)[C@@H](CN(C)C)O2 | -1.6 | 0.9
C[C@H]1CN([C@@H](C)CO)C(=O)c2cccc(NC(=O)c3nc4ccccc4s3)c2O[C@H]1CN(C)C(=O)Nc1ccccc1 | -0.3 | -0.2
COc1ccccc1CNC(=O)C[C@@H]1CC[C@@H]2[C@@H](COc3ccc(NS(=O)(=O)c4ccc(C)cc4)cc3C(=O)N2C)O1 | -1.2 | -1.3
COc1ccc(NC(=O)N(C)C[C@H]2Oc3ccc(NC(=O)c4ccncc4)cc3C(=O)N([C@H](C)CO)C[C@H]2C)cc1 | -0.8 | 2.5
C[C@@H]1CN([C@H](C)CO)C(=O)c2cc(NS(=O)(=O)c3ccc(Cl)cc3)ccc2O[C@@H]1CN(C)Cc1ccc2c(c1)OCO2 | -2.3 | 1.3
C[C@@H]1CN([C@H](C)CO)C(=O)c2cc(-c3cccc(C(=O)N(C)C)c3)cnc2O[C@@H]1CN(C)C | -1.5 | -0.5
O=C(C[C@H]1C=C[C@H](NC(=O)C2CC2)[C@@H](CO)O1)Nc1nccs1 | -1.6 | -0.5
CCCN1[C@@H]2c3ccc(-c4ccc(F)cc4)c(=O)n3C[C@H]1[C@H](CO)[C@H]2C(=O)NCCOC | -2.0 | -0.3
C[C@H]1CN([C@@H](C)CO)C(=O)Cc2cc(NC(=O)CCCCCC(=O)Nc3ccccc3N)ccc2O[C@H]1CN(C)S(=O)(=O)c1cn(C)cn1 | -2.4 | -0.4
CCCN1C[C@@H](C)[C@@H](OC)CN(C)C(=O)c2ccc(NC(=O)C3CC3)cc2OC[C@@H]1C | 0.0 | 1.2
C[C@H]1CN([C@@H](C)CO)C(=O)c2cc(NS(C)(=O)=O)ccc2O[C@@H]1CN(C)CC1CCCCC1 | -3.8 | -3.5
C[C@@H]1CN([C@H](C)CO)C(=O)c2cc(NS(=O)(=O)c3cn(C)cn3)ccc2O[C@@H](C)CCCCO[C@@H]1CN(C)C(=O)c1ccccc1 | -2.1 | 0.3
Cc1noc(C)c1NC(=O)N(C)C[C@H]1Oc2ccc(NS(=O)(=O)c3cn(C)cn3)cc2C(=O)N([C@H](C)CO)C[C@H]1C | -0.4 | -0.3
COc1ccc(S(=O)(=O)N[C@@H]2C=C[C@H](CC(=O)N3CCc4ccccc4C3)O[C@H]2CO)cc1 | -0.6 | -0.3
CN(C)CC(=O)Nc1ccc2c(c1)[C@@H]1C[C@@H](CC(=O)NCc3ccc(-c4ccccc4)cc3)O[C@@H](CO)[C@@H]1O2 | 2.1 | 0.3
C[C@H](CO)N1C[C@H](C)[C@@H](CN(C)C(=O)Nc2ccc3c(c2)OCO3)Oc2c(NS(=O)(=O)c3ccc(Cl)cc3)cccc2C1=O | -0.6 | -0.2
Cc1cc(C(=O)Nc2cccc3c2O[C@@H](CN(C)C(=O)Nc2cccc4ccccc24)[C@H](C)CN([C@@H](C)CO)C3=O)n(C)n1 | 0.1 | 0.2
O=C(N[C@@H]1CC[C@H](CCn2cc(Cc3ccccc3)nn2)O[C@H]1CO)c1cnccn1 | 3.6 | -0.2
CCC(=O)N[C@@H]1CC[C@@H](CCn2cc(CN(C)C)nn2)O[C@@H]1CO | -2.5 | -0.2
C[C@H](CO)N1C[C@H](C)[C@@H](CN(C)C(=O)C2CCCCC2)Oc2ncc(-c3ccccc3F)cc2C1=O | -2.0 | -0.2
Next part
SMILES | Mtb BioA inh | TcdB GH inh
CC(C)CC#Cc1cnc2c(c1)C(=O)N([C@@H](C)CO)C[C@H](C)[C@@H](CN(C)C(=O)Cc1ccccc1)O2 | 1.6 | -0.8
C[C@@H]1CN([C@@H](C)CO)C(=O)Cc2cc(NC(=O)Nc3ccc(F)cc3)ccc2O[C@@H]1CN(C)Cc1ccc(Oc2ccccc2)cc1 | -1.8 | 0.5
CCNC(=O)C[C@@H]1CC[C@@H]2[C@H](COC[C@H](O)CN2C(=O)Nc2ccc3c(c2)OCO3)O1 | -1.5 | -1.8
O=C(C[C@@H]1C[C@H]2c3cc(NC(=O)Cc4ccncc4)ccc3O[C@H]2[C@@H](CO)O1)NCc1cccc(F)c1 | -0.4 | 0.5
O=C(C[C@@H]1C=C[C@H](NS(=O)(=O)c2ccc(F)cc2)[C@H](CO)O1)NC1CCC1 | -2.6 | 0.1
COc1ccc(NC(=O)Nc2ccc3c(c2)C(=O)N([C@@H](C)CO)C[C@@H](C)[C@@H](CN(C)C(=O)Nc2ccc(F)cc2)O3)cc1 | -0.7 | -0.5
CCN1[C@@H]2c3ccc(C4=CCCCC4)c(=O)n3C[C@H]1[C@H](CO)[C@H]2C(=O)NCCc1ccncc1 | -1.8 | -0.7
C[C@@H]1CCCCO[C@@H](CN(C)C(=O)C2CCCCC2)[C@@H](C)CN([C@@H](C)CO)C(=O)c2cc(NS(=O)(=O)c3ccc(Cl)cc3)ccc2O1 | 0.3 | 1.2
C[C@H]1CN([C@@H](C)CO)C(=O)c2cccc(NC(=O)NC3CCCCC3)c2O[C@H]1CN(C)Cc1ccccc1 | -0.3 | 0.1
N#C[C@@H]1[C@H](c2ccccc2)[C@H](CO)N1S(=O)(=O)c1ccc(-c2ccccc2)cc1 | -0.7 | 0.8
O=C(C[C@@H]1C=C[C@@H](NC(=O)Nc2ccc(F)cc2)[C@H](CO)O1)NCCN1CCCC1 | -2.2 | 1.0
C[C@@H]1CN([C@@H](C)CO)C(=O)c2cccc(NC(=O)c3cnccn3)c2O[C@H]1CN(C)C(=O)NC1CCCCC1 | 0.3 | -0.8
C[C@H](CO)N1C[C@H](C)[C@@H](CN(C)Cc2ccc(-c3ccccc3)cc2)Oc2c(NC(=O)NC3CCCCC3)cccc2C1=O | -1.2 | -0.6

Shown with values under each structure: part of the list above
Values run as follows: Mtb BioA inh | TcdB GH inh
CC(C)CC#Cc1cnc2c(c1)C(=O)N([C@@H](C)CO)C[C@H](C)[C@@H](CN(C)C(=O)Cc1ccccc1)O2
    1.6 | -0.8
C[C@@H]1CN([C@@H](C)CO)C(=O)Cc2cc(NC(=O)Nc3ccc(F)cc3)ccc2O[C@@H]1CN(C)Cc1ccc(Oc2ccccc2)cc1
    -1.8 | 0.5
CCNC(=O)C[C@@H]1CC[C@@H]2[C@H](COC[C@H](O)CN2C(=O)Nc2ccc3c(c2)OCO3)O1
    -1.5 | -1.8
O=C(C[C@@H]1C[C@H]2c3cc(NC(=O)Cc4ccncc4)ccc3O[C@H]2[C@@H](CO)O1)NCc1cccc(F)c1
    -0.4 | 0.5
O=C(C[C@@H]1C=C[C@H](NS(=O)(=O)c2ccc(F)cc2)[C@H](CO)O1)NC1CCC1
    -2.6 | 0.1
COc1ccc(NC(=O)Nc2ccc3c(c2)C(=O)N([C@@H](C)CO)C[C@@H](C)[C@@H](CN(C)C(=O)Nc2ccc(F)cc2)O3)cc1
    -0.7 | -0.5
CCN1[C@@H]2c3ccc(C4=CCCCC4)c(=O)n3C[C@H]1[C@H](CO)[C@H]2C(=O)NCCc1ccncc1
    -1.8 | -0.7
C[C@@H]1CCCCO[C@@H](CN(C)C(=O)C2CCCCC2)[C@@H](C)CN([C@@H](C)CO)C(=O)c2cc(NS(=O)(=O)c3ccc(Cl)cc3)ccc2O1
    0.3 | 1.2
C[C@H]1CN([C@@H](C)CO)C(=O)c2cccc(NC(=O)NC3CCCCC3)c2O[C@H]1CN(C)Cc1ccccc1
    -0.3 | 0.1
N#C[C@@H]1[C@H](c2ccccc2)[C@H](CO)N1S(=O)(=O)c1ccc(-c2ccccc2)cc1
    -0.7 | 0.8

Assay outcomes as filed in PubChem BioAssay.
